# Assay outcomes from PubChem.
# HCMV antiviral – blocks human cytomegalovirus replication; HFF cells, HCMV-luciferase reporter, 72 h; hits give low values; activity change, negative = inhibition, % at 57.5 µM; hit rate 4.5% among 410,000; AID 1259415; in the data active means activity change below about -60%; inconclusive means no clear call, values can overlap the other calls; inactive means above about -39%
#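 Compounds were evaluated in HFFs infected with an HCMV luciferase reporter virus (MOI 1 PFU/cell). Luciferase in lysates collected 72 h post infection served as the replication measure.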
# Giardia FBPA inh – blocks Giardia fructose-bisphosphate aldolase activity; A8B2U2; hit rate 0.71% among 290,000; purified Giardia FBPA; AID 2451; Potency, µM (doses to about 59.6 µM), inactives show at the top dose activity, negative = inhibition, hits mostly inhibitors; further: potency means the concentration at half of the fitted maximal effect; nearly all actives have a fitted effect of over 55% in size
# Target sequence (A8B2U2 whole entry, looked up): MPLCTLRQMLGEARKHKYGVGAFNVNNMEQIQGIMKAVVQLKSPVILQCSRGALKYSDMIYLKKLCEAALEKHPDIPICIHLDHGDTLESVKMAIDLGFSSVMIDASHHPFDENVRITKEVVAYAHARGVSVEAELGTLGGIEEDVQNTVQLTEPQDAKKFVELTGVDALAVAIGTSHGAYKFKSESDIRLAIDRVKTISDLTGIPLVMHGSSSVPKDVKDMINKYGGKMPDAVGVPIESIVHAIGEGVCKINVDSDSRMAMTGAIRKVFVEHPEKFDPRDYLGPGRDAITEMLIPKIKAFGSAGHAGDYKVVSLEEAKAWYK
#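 Giardia FBPA (40 nM reagent) was preincubated 10 min at RT with compound (up to 57.5 uM final), then substrate plus GAPDH/TPI/NAD/arsenate coupling system with diaphorase/resazurin was added; resorufin fluorescence (525/598 nm) was read after 20 min.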
# AmpC detergent – AmpC beta-lactamase inhibition with detergent present; P00811; AmpC hydrolysis of nitrocefin, absorbance 480 nm, 0.01% Triton; Potency, µM (doses to about 114 µM), for the others: at the highest dose activity change, negative = inhibition, actives largely listed as inhibitors; hit rate 0.041% among 370,000; AID 485294;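 further: potency means the concentration at half of the fitted maximal effect; 0% = no-compound wells and -100% = no-enzyme wells; nearly all actives have a fitted effect of over 25% in size; some results filed as inactive show a strong effect at the top dose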
# Target sequence (P00811 whole entry, looked up): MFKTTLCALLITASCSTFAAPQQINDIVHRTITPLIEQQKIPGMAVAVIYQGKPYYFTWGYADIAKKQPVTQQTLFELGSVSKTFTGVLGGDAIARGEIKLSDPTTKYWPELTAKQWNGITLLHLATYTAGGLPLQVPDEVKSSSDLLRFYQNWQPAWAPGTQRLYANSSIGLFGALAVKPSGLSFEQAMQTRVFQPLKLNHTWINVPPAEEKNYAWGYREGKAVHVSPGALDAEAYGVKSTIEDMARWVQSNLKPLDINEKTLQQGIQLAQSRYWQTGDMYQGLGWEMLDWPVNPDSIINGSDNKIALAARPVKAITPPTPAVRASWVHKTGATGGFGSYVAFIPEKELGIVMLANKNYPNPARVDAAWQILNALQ
#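 AmpC (5.3 nM in the dispensed reagent) in 20 mM phosphate pH 7.0 with 0.01% (detergent screen) or 0.0001% Triton X-100 was preincubated with compounds for 15 min at room temperature. Nitrocefin was then added from an 800 uM solution, and hydrolysis was followed at 480 nm.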
# AmpC inh no detg – blocks E. coli AmpC beta-lactamase in detergent-free assay; AmpC nitrocefin hydrolysis, absorbance 480 nm, 0.0001% Triton; Potency, µM (doses to about 57.1 µM), for inactives: at the top dose activity change, negative = inhibition, most hits filed as inhibitors; hit rate 0.52% among 330,000; AID 485341;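 further: potency means the concentration at half of the fitted maximal effect; plate controls were no compound for no effect and no enzyme for full effect; nearly all actives have a fitted effect of over 20% in size; some results filed as inactive show a strong effect at the top dose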
#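 20 mM phosphate pH 7.0 + 0.01% (detergent screen) or 0.0001% Triton X-100; 5.3 nM AmpC reagent; cpd preinc 15 min RT; nitrocefin (800 uM stock) to start; A480 q20 s × 4 min; Activity was normalised to no-enzyme and no-compound control wells.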
# AMA1-RON2 inh – disrupts binding of P. falciparum AMA1 to RON2; AlphaScreen AMA1-biotinylated RON2 peptide binding; Potency, µM (highest dose often 58.2 µM), for the others: at the top dose activity change, negative = inhibition, hits mostly inhibitors; hit rate 0.2% among 360,000;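 further: potency means the concentration at half of the fitted maximal effect; 0% = vehicle wells and -100% = peptide control; nearly all actives have a fitted effect of over 45% in size; some results filed as inactive show a strong effect at the top dose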
#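 AMA1 (3D7) with his tag at 25 nM final met compounds first, then biotinylated RON2 peptide at 25 nM; detection used donor plus acceptor beads, 10 µg/mL apiece, read by AlphaScreen after 30 min at room temperature.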
# Sm TGR block – S. mansoni TGR enzyme inhibition; hit rate 3% among 360,000; Potency, µM (series often up to 114 µM), inactives show top-dose activity change, negative = inhibition, hits mostly inhibitors; purified TGR, DTNB reduction, TNB absorbance 405 nm; Q962Y6; further: potency means the concentration at half of the fitted maximal effect; nearly all actives have a fitted effect of over 60% in size
#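 TGR 20 nM + NADPH 100 uM (dispensed conc.), cpd preinc 15 min RT; start with NADPH (500 uM addition) then DTNB (15 mM addition). Kinetic TNB absorbance, 405 nm filter. Four-parameter Hill fit across titration.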
# * = called active by the depositor; ? = inconclusive; . = not tested or not shown; [ ] = dose if it differs, or a comment. Unless noted, the call rests on the fitted dose curve; in most records, active means well fitted curve in the direction sought with a large enough effect; inconclusive means small, poorly fitted or top-dose-only effect, or another doubt; inactive means no such curve, though single readings can be large; an effect the other way counts as inactive or inconclusive. Unless noted, on the % scale 0 is the no-effect control and ±100 the full control effect.
SMILES,HCMV antiviral,Giardia FBPA inh,AmpC detergent,AmpC inh no detg,AMA1-RON2 inh,Sm TGR block
Cc1ccccc1OCC(=O)NCC(c1cccs1)N1CCOCC1 (stereo unspecified),-22.3,.,-20.1%,34.9%,10.3%,0.4%
COc1ccccc1/C=N/NC(=O)CC(=O)NC1CCCCC1,-22.1,-12.1%,1.8%,-20.3%,13.5%,1.3%
Brc1ccc(Oc2ncc(CN3CCN(c4ccccc4)CC3)s2)cc1,2.1,0.3%,-2.0%,-7.9%,?,-8.6%
CCc1nc(SCc2ccc([N+](=O)[O-])cc2)n[nH]1,-13.4,-16.6%,?,-11.4%,-6.4%,1.6%
CCc1noc(C)c1C(=O)NNC(=O)COc1ccc(Br)cc1,-4.0,.,-13.1%,-9.1%,70.7%[activator],-13.1%
Cn1nc(-c2ccc(C(=O)NC3CCCCC3)cc2)c2ccccc2c1=O,17.2,3.0%,-0.7%,29.6%,-3.4%,0.4%
O=C(N/N=C/c1ccccn1)c1c[nH]c2ccccc12,63.4,?,-1.4%,-41.8%,87.7%[activator],2.2%
FC(F)(F)c1ccc(-n2cnc3ccccc32)nc1,1.3,-13.8%,-1.1%,4.0%,20.9%,-24.0%
c1ccc(CSc2nnc(Cc3ccccc3)o2)cc1,3.2,-3.9%,-4.8%,-18.6%,45.8%[activator],4.2%
CN(c1ccccc1)S(=O)(=O)c1nnc(NC(=O)c2ccccc2)s1,-2.5,.,10.7%,.,.,7.9%
CC(=O)N1CCN(Cc2nc3cc(NC(=O)c4cccs4)ccc3n2C)CC1,-5.7,-10.4%,-4.8%,9.2%,5.7%,-5.6%
Cc1ccc(Cc2nc3ccccc3nc2SCC(=O)N2CCCCC2)cc1,2.8,.,-1.0%,.,.,-3.5%
CCOc1ccc(CN2CCN(Cc3cnc(N4CCOCC4)s3)CC2CCO)cc1 (stereo unspecified),-17.3,-1.1%,0.0%,11.2%,-3.6%,-25.2%
CCOC(=O)CC1COc2ccccc2N1C(=O)c1ccc(C)cc1 (stereo unspecified),-33.2,7.9%,-10.9%,13.8%,-12.5%,-5.5%
O=C(CN1CCN(Cc2ccccc2)CC1)N/N=C/C=C/c1ccccc1[N+](=O)[O-],-18.1,4.0%,-8.3%,64.6%[activator],-4.0%,4.2%
COc1ccc(NC(=O)c2sc3nc(N4CCOCC4)c4c(c3c2N)CCCC4)c(OC)c1,3.4,2.4%,-9.6%,-26.6%,-9.8%,-4.5%
Cc1ccc(NC(=O)c2ccc3nc[nH]c3c2)cc1C,61.9,4.0%,-0.3%,-23.4%,-1.9%,-14.9%
Cc1c(C(=O)N/N=C/c2ccc(O)cc2)sc(=S)n1C,?,-1.3%,-0.9%,-25.0%,13.5%,-5.3%
CN(C)C(CNC(=O)c1cccc(NS(=O)(=O)c2ccc(Br)cc2)c1)c1ccco1 (stereo unspecified),-8.2,.,-10.0%,-32.8%,17.8%,-11.2%
CS(=O)(=O)N(CC(=O)NC1CCCCC1)c1cccc(Cl)c1,-7.2,-4.8%,-6.1%,6.1%,6.4%,2.9%
COc1ccc2[nH]c(C(=O)O)c(CCNC(=O)/C=C/c3ccc(O)c(OC)c3)c2c1,6.7,4.8%,-5.0%,-27.4%,-2.1%,-21.5%
Cc1ccccc1CN1CCC(CNc2ncnc3onc(-c4ccc(F)cc4)c23)CC1,-4.9,.,1.5%,.,.,-2.9%
Cc1nc2cc(C(=O)NC3CCCCCC3)ccc2n1-c1ccc(Br)cc1,-16.3,.,-3.7%,.,.,-11.5%
Cc1ccc(-c2nnc(NC(=O)Cc3ccc(F)cc3)o2)c(C)c1,.,16.2%,-1.5%,-26.1%,108.7%[activator],2.4%
N#Cc1ccccc1NC(=S)NC(=O)c1cccnc1,9.9,14.1µM*,2.3%,-0.2%,100.2%[activator],?

# New compounds follow
SMILES,HCMV antiviral,Giardia FBPA inh,AmpC detergent,AmpC inh no detg,AMA1-RON2 inh,Sm TGR block
CCOc1ccccc1NC(=O)Cn1nnc(C(=O)NCc2ccc3c(c2)OCO3)c1N,-11.3,8.9%,-11.4%,-41.0%,-5.0%,5.0%
CC(C)CCN1CC(O)=C(c2nc3ccccc3[nH]2)C1=N,-11.8,9.6%,-6.4%,-14.9%,41.7%[activator],0.1%
N#CC1=C(N)OC2=C(C(=O)CCC2)C1C1C=CCCC1 (stereo unspecified),-13.4,-14.9%,-9.9%,-5.7%,-0.5%,0.7%
Cc1ccc(S(=O)(=O)N2CCN(CC(=O)N3CCOCC3)CC2)cc1,3.7,.,-7.0%,1.7%,-0.3%,1.0%
CC(C)(C)OC(=O)NCCCCCc1cn(CC(=O)NCCCCCCCCCCC(=O)N2CCN(C(=O)OC(C)(C)C)CC2)nn1,-32.6,.,?,21.1%,30.9%[activator],21.4%
O=C(COC(=O)C12CC3CC(CC(Cl)(C3)C1)C2)N1CCCCC1,-28.9,.,.,-0.2%,6.2%,.
COc1ccc(-c2noc(C(C)NS(=O)(=O)c3ccc(NC(C)=O)cc3)n2)cc1 (stereo unspecified),-2.0,2.7%,-8.5%,-13.4%,-8.2%,1.6%
C/C(=N\NC(=O)CN(c1ccc(Oc2ccccc2)cc1)S(C)(=O)=O)C(C)(C)C,25.4,-3.6%,-6.4%,38.0%,4.8%,-1.2%
COc1ccc(CN2CCC(=O)N([C@H](CO)c3ccccc3)CC2)cc1OC,18.9,14.0%,?,14.8%,-0.3%,4.4%
COc1ccccc1N1CCN(C(c2ccc(C)cc2)c2nnnn2C(C)C)CC1 (stereo unspecified),0.2,-6.6%,?,65.0%[activator],-10.6%,-6.2%
c1ccc(COCCC2CO2)cc1 (stereo unspecified),.,12.3%,?,-7.6%,.,-23.6%
COc1ccccc1OCC(=O)Nc1ccc2c(c1)n(C)c(=O)n2C,68.4,4.5%,-6.9%,-11.1%,-0.6%,1.4%
CC(SC(=S)N1CCCC1)C(=O)O (stereo unspecified),-24.3,-0.7%,-0.4%,-4.9%,13.7%,3.0%[57.1 µM]
Cc1ccc(S(=O)(=O)N2CCCCC2)cc1NC(=O)CCN1C(=O)C2CC=CCC2C1=O (stereo unspecified),0.0,.,2.0%,-8.1%,-2.3%,-0.2%
Cc1ccc(CSc2nc3ccncc3[nH]2)cc1,97.5,-12.9%,-5.9%,-25.9%,-0.1%,3.5%
COc1ccc(S(N)(=O)=O)cc1C(=O)NCC1(N2CCCCC2)CCCCC1,11.5,3.2%,-11.3%,-24.4%,-7.5%,0.0%[11.4 µM]
Cc1ccc(-n2c(O)c(C=NCCC3=CCCCC3)c(=O)[nH]c2=O)cc1,-39.9,0.3%,-13.2%,-29.5%,2.8%,-4.8%
O=C(CSCc1ccccc1)NC1CCSC1=O (stereo unspecified),-8.6,3.9%,?,-18.6%,-5.9%,-16.4%
O=C1c2ccccc2C(=O)N1Cc1nc2ccccc2o1,44.5,1.7%,-16.5%,2.2%,9.5%,3.2%
O=C(NC1CCCCC1)c1cc(Cl)ccc1[N+](=O)[O-],-33.4,6.7%,-1.2%,-17.1%,-2.4%,0.4%
CCOC(=O)c1c(-c2ccc(C)cc2)csc1NC(=O)C1CCCO1 (stereo unspecified),-18.3,2.9%,-14.1%,47.0%,-15.1%,-7.5%
Nn1c(=S)[nH]nc(Cc2ccc(O)cc2)c1=O,2.9,?,-2.1%,-20.8%,12.5%,-7.4%
CCN1CCN(C(c2ccccc2)c2sc3nc(C)nn3c2O)CC1 (stereo unspecified),-17.4,3.3%,7.8%,-16.3%,13.3%,8.9%
O=C(COC(=O)c1ccccc1SCC(=O)NC1CCS(=O)(=O)C1)NC1CCS(=O)(=O)C1 (stereo unspecified),-9.4,4.9%,1.4%,2.9%,-4.8%,.
COC(=O)CCCCCCCCC(O)CN(C)C (stereo unspecified),-30.7,0.8%,-0.8%,-0.1%,-6.1%,0.3%

# Pulled one by one from the entries so far, 7 records:
SMILES,HCMV antiviral,Giardia FBPA inh,AmpC detergent,AmpC inh no detg,AMA1-RON2 inh,Sm TGR block
COc1ccccc1N1CCN(C(c2ccc(C)cc2)c2nnnn2C(C)C)CC1 (stereo unspecified),0.2,-6.6%,?,65.0%[activator],-10.6%,-6.2%
COc1ccc(S(N)(=O)=O)cc1C(=O)NCC1(N2CCCCC2)CCCCC1,11.5,3.2%,-11.3%,-24.4%,-7.5%,0.0%[11.4 µM]
CCOC(=O)c1c(-c2ccc(C)cc2)csc1NC(=O)C1CCCO1 (stereo unspecified),-18.3,2.9%,-14.1%,47.0%,-15.1%,-7.5%
N#CC1=C(N)OC2=C(C(=O)CCC2)C1C1C=CCCC1 (stereo unspecified),-13.4,-14.9%,-9.9%,-5.7%,-0.5%,0.7%
Cc1ccc(S(=O)(=O)N2CCN(CC(=O)N3CCOCC3)CC2)cc1,3.7,.,-7.0%,1.7%,-0.3%,1.0%
O=C(COC(=O)C12CC3CC(CC(Cl)(C3)C1)C2)N1CCCCC1,-28.9,.,.,-0.2%,6.2%,.
c1ccc(COCCC2CO2)cc1 (stereo unspecified),.,12.3%,?,-7.6%,.,-23.6%

# Other compounds
SMILES,HCMV antiviral,Giardia FBPA inh,AmpC detergent,AmpC inh no detg,AMA1-RON2 inh,Sm TGR block
CCOc1ccc(NS(=O)(=O)c2ccc(OCC(=O)NCCCOC)cc2)cc1,1.2,6.7%,2.0%,11.5%,5.4%,3.6%
Cn1c(COc2ccccc2Br)nc2ccccc21,66.6,6.5%,3.1%,-11.7%,-2.1%,7.6%
COc1cc(OC)cc(C(=O)Nc2nc(-c3ccccc3)c(-c3ccccc3)o2)c1,?,0.4%,-5.1%,?,29.9%,-9.5%
COc1ccc(CN(C(=O)c2cccs2)c2ccccc2C(=O)O)cc1,-18.2,12.7%,0.7%,-28.0%,-3.7%,14.1%
CC(=O)Nc1ccc(S(=O)(=O)NCC2CCC(C(=O)NCc3ccccc3Cl)CC2)cc1 (stereo unspecified),0.0,.,3.5%,.,.,5.6%
Cc1cccc(NC(=O)CNC(=O)COC(=O)c2ccco2)c1C,-20.4,.,2.5%,-3.4%,-8.0%,-3.0%
CCCCNC(=O)/C(=C/c1ccccc1)NC(C)=O,10.6,2.8%,-4.1%,-40.2%,-1.4%,-7.5%
O=C(CSc1nc2ccccc2n1CC(=O)N1CCCC1)NCc1ccc2c(c1)OCO2,10.9,6.5%,-15.5%,15.2%,13.6%,0.8%
COc1ccccc1C(=O)Nc1ccc2[nH]ncc2c1,18.4,8.7%,1.6%,-28.5%,-8.2%,-9.6%
O=C1OCc2nc3cc4c(cc3c(-c3ccc(F)cc3)c21)OCO4,-11.5,6.9%,0.5%,-11.0%,-8.9%,-18.6%
CCN(C(=O)CSc1nnc2ccccn12)c1c(N)n(Cc2ccccc2)c(=O)[nH]c1=O,72.9,8.5%,-8.0%,-2.7%,-8.4%,-7.2%
CN(C(=O)CSc1nc2ccccc2c(=O)n1-c1ccc(F)cc1F)C1CCS(=O)(=O)C1 (stereo unspecified),-8.1,.,.,67.6%[activator],10.3%,.
NC(=O)c1ccc(N2CCCCCC2)c([N+](=O)[O-])c1,-60.4*,4.3%,6.9%,1.2%,13.0%,2.6%
Cc1nnc(N2CCOCC2)c2ccccc12,1.6,-0.2%,-4.4%,-12.2%,13.2%,-10.4%
